PRMT1 FP inh – blocks human protein arginine methyltransferase 1 | Q99873 | AID 652257 | inhibition, % at 2.79 µM | recombinant PRMT1, activity-based probe fluorescence polarization | actives 1.3% (n = 370,000);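 active = inhibition above about 21% made by adding two undisclosed values, limit read from the data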
Target sequence (Q99873 whole entry, looked up): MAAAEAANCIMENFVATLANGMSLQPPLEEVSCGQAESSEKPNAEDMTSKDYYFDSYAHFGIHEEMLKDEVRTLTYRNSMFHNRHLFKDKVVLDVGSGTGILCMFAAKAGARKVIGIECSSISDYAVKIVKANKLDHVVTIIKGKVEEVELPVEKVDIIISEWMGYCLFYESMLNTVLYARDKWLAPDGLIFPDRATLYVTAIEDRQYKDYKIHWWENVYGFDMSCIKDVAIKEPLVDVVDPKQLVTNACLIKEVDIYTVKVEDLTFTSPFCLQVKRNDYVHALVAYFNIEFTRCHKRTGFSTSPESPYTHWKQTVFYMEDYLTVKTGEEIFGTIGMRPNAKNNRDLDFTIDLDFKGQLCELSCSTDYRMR
mABHD4 FP – ABHD4 (mouse) inhibition, primary FP screen. inhibition, % at 8.92 µM. Q8VD66. actives 0.54% (n = 370,000). AID 720543. purified mABHD4, FP-Rh probe fluorescence polarization;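 active = inhibition exceeding the mean over every tested compound plus 3 SD, cut at about 30% in these data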;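 note: 0% = plate median of compound wells and 100% = S159A mutant with DMSO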
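Assay system: Wild-type mouse ABHD4 protein | Medium: HEPES pH 7.0 buffer, 150 mM NaCl, 0.01% Pluronic F-127 | Incubation: Enzyme–compound pre-incubation 45 min, then probe 60 min, both 25 °C | Technique: Fluorescence polarization with parallel and perpendicular emission, 525/598 nm | Evaluation: % inhibition of FP-Rh probe binding versus controls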
rCAG binder – r(CAG) repeat RNA binding; TO-PRO-1 dye displacement fluorescence; inhibition, % at 3 µM; actives 1.3% (n = 370,000); AID 651821;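 active = inhibition above the plate cutoff, the mean of all test compounds on that plate plus 3 SD, cut at about 35% in these data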;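 note: 0% = DMSO alone and 100% = 100 µM mitoxantrone as full dye displacement; higher means more dye released from RNA so lower well fluorescence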
PG9 binder – small molecules binding HIV-1 gp120 antibody PG9. TR-FRET gp120-PG9 antibody binding. inhibition, % at 6.7 µM. actives 0.43% (n = 360,000). AID 624416; in the data active = inhibition above about 8.5%
SIAE inh – inhibitors of human sialic acid acetylesterase SIAE | Q9HAT2 | SIAE FP-Rh probe binding, fluorescence polarization | inhibition, % at 9.66 µM | actives 0.69% (n = 370,000);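 active = inhibition above a cutoff: mean of compounds within the control limits plus 3 SD of those, cut at about 17% in these data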;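 note: 0% = plate median of compound wells and 100% = probe without SIAE protein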
Target sequence (Q9HAT2 whole entry, looked up): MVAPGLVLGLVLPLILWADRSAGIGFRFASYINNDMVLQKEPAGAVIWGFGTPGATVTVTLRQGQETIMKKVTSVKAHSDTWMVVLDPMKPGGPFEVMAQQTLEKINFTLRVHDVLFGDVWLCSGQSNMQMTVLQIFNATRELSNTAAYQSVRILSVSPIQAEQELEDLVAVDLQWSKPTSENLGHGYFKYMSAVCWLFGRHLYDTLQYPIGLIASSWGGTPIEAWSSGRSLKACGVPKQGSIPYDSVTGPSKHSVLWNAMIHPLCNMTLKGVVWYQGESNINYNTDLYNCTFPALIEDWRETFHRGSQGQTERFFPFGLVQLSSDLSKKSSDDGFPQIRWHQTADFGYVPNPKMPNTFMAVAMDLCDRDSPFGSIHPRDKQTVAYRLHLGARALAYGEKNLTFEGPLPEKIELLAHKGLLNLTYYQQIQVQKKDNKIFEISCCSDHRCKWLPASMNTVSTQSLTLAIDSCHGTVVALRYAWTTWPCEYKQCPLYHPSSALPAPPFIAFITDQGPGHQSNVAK
HTRA1 inhibitor – HTRA1 (human) protease inhibition. Q92743. recombinant HTRA1, FP-rhodamine activity-based probe, fluorescence polarization. inhibition, % at 5.96 µM. actives 0.5% (n = 340,000). AID 504803; in the data active = inhibition above about 36%;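 note: 0% = enzyme with DMSO and 100% = wells lacking enzyme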
TCR CD3 inh – inhibitors of human TCR-CD3 interaction; AID 651800; TAMRA-labeled TCR probe fluorescence, biochemical; actives 0.37% (n = 360,000); inhibition, % at 9.4 µM; in the data active = inhibition above about 19%;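 note: recombinant mutant TCR 2C K166C tagged with TAMRA read by polarization; 0% = receptor in buffer alone and 100% = receptor with positive control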
TDP2 absorb – TDP2 (human) inhibition, absorbance primary screen; inhibition, % at 12.8 µM; recombinant TDP2, T5PNP hydrolysis, p-nitrophenol absorbance 415 nm; actives 0.34% (n = 370,000); AID 720702;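 active = inhibition above the mean of all tested compounds plus 3 SD, set per campaign, cut at about 25% in these data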;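 note: 0% = DMSO with enzyme and 100% = buffer with substrate but no TDP2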
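Assay system: recombinant human TDP2 / Reagent: T5PNP substrate at 5 mM, a TopII-DNA adduct mimic / Measured by: epi absorbance from released p-nitrophenol / Evaluation: % inhibition relative to enzyme-containing and enzyme-free wells / Control set: enzyme-free and DMSO wells / Replicates: each compound tested once, singlicate / Schedule: enzyme reaction with compound for 2 h at 37 °C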
LEDGF integ inh – blocks HIV-1 LEDGF/p75-dependent DNA integration; TR-FRET IN-LEDGF/p75 DNA integration, Eu/Cy5; inhibition, % at 3.7 µM; actives 0.64% (n = 370,000);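 active = inhibition above the screen-wide mean plus 3 SD, cut at about 13% in these data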;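 note: signal is the Cy5 over europium emission ratio at 671 and 618 nm; 0% = plate median of compound wells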
Rev-erbA mod – modulates human Rev-erb alpha binding to DNA | actives 0.79% (n = 370,000) | Rev-erbα–FITC-DNA binding, fluorescence polarization, 90 min | activity, % at 10 µM;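 active = activity above about 14%, limit read from the data; passing the limit was not always enough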;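 note: 0% = DMSO wells with 35 nM protein and 100% = DMSO wells with 750 nM protein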
* hit, by the source's call; . = not tested or not shown; & = joins results of further samples.

SMILES | PRMT1 FP inh | mABHD4 FP | rCAG binder | PG9 binder | SIAE inh | HTRA1 inhibitor | TCR CD3 inh | TDP2 absorb | LEDGF integ inh | Rev-erbA mod
CCCCn1c(O)c(C(C)=NCCCN(C)C)c(=O)[nH]c1=O | -3 | -2 | 0 | -1.2 | 5 | -5 | 7 | 6 | 0 | -2
CNC(=O)Oc1ccc(-c2cn3cc(Cl)ccc3n2)cc1 | 1 | -6 | 1 | 1.4 | 0 | 1 | -7 | -3 | 3 | 7
Cc1ccccc1-n1c(O)c(C(c2ccncc2)c2c(O)n(-c3ccccc3C)c(=O)[nH]c2=O)c(=O)[nH]c1=O | 1&3 | 6&5 | 1&-1 | -1.1&0.1 | 14&2 | 4 | 1&-9 | 1&13 | 3&1 | -3&5
O=C(C1c2ccccc2C(=O)N2CCc3ccccc3C12)N1CCC2(CC1)OCCO2 (stereo not given) | 0 | -1 | -2 | 0.4 | -6 | 4 | -2 | 10 | 1 | -3
CCCCCn1c(=O)c(C(=O)Nc2ncccc2C)c(O)c2ccccc21 | -4 | 3 | 3 | -3.0 | 5 | 5 | -5 | -12 | -5 | 5
Cc1nn(Cc2ccccc2Cl)c(Cl)c1C(=O)OC(C(=O)NC(N)=O)C(C)C (stereo not given) | 1 | 1 | -1 | -1.5 | 0 | 0 | 13 | 0 | 0 | 4
CCCCCn1c(=O)c(C(=O)NCc2ccccc2)c(O)c2ccccc21 | -2 | -10 | 7 | -1.9 | 3 | -11 | -4 | -16 | 5 | 9
Cc1cccc(C)c1-n1nnnc1C(c1cccc2ccccc12)N1CCC2(CC1)C(=O)NCN2c1ccccc1 (stereo not given) | -4 | 1 | 6 | 0.5 | 2 | . | -5 | -7 | 3 | -10
O=C(CN1C(=O)[C@@H](Cc2c[nH]c3ccccc23)N=C(c2ccccc2)c2ccccc21)NC1CCCCC1 | 0 | 1 | 9 | . | 2 | . | . | -3 | 0 | 0
OC1/C(=C/c2ccc(Cl)cc2Cl)N2CCC1CC2 (stereo not given) | 0 | 0 | 0 | -0.7 | -5 | -2 | -3 | 13 | -3 | -2
O=C(Nc1ccc(F)cc1)N1Cc2ccccc2-n2nncc2C1 | -8 | 3 | 2 | 0.7 | -1 | 5 | 5 | -7 | -8 | -2
CC(NCc1ccccc1Cl)C(O)c1ccccc1 (stereo not given) | 4 | -8 | -7 | -0.4 | 3 | 12 | -7 | -12 | 1 | 1
CCCNC(=O)Cn1cnc2sc(C(=O)N3CCC4(CC3)OCCO4)c(C)c2c1=O | -1 | -3 | 0 | -1.3 | -12 | 5 | 8 | -12 | 3 | -1
COC(=O)C1=C(c2cccc(OCc3ccccc3)c2)C[C@@H]2CC[C@H]1N2C(=O)NCc1ccc(C(C)(C)C)cc1 | -1 | 5 | 6 | -0.1 | -6 | -33 | 5 | 3 | 0 | 4
COC(=O)C(O)(c1ccc(N=Cc2ccccc2O)c(C)c1)C(F)(F)F (stereo not given) | 2 | -1 | 1 | 1.3 | 1 | 4 | 3 | 3 | -3 | -2
Cc1ccc(NC(=O)c2ncn(CCCNCCN3CCOCC3)n2)cc1C | 2 | 3 | -2 | 0.8 | -1 | 9 | 2 | -4 | -1 | -3
Cc1cc(/C=C2/C(=O)NC(=O)N(c3ccccc3)C2=O)c(C)n1-c1ccc(F)cc1 | 5 | 6 | 8 | -0.1 | -3 | 3 | 3 | 1 | 1 | -4
CC1(C)N(O)C2CCCCC2N1O (stereo not given) | 0 | 4 | -4 | -0.1 | 5 | -1 | -8 | 3 | 3 | 3
Cc1cc(N2CCCC2)ccc1C=C(C#N)C#N | 3 | -3 | -3 | -1.1 | -17 | -1 | -3 | -4 | -3 | 15
CC(C)CCP(=O)(O)O | -1 | 6 | 2 | . | 4 | . | . | 6 | 2 | -2
Nc1ccc(S(=O)(=O)N2CC3CC(C2)c2cccc(=O)n2C3)cc1 (stereo not given) | 2 | 3 | 2 | 0.8 | 17* | -2 | 6 | 3 | 0 | -7
Cc1ccc(N)c(C(=O)c2ccc(Br)cc2)c1 | 0 | 3 | -1 | 0.1 | -4 | -1 | 6 | -10 | -3 | 7
CN1CCC(N(C)Cc2cccnc2)CC1 | 12 | 7 | -2 | 0.0 | -6 | 0 | -7 | -4 | 2 | -3
COc1ccc(C(=O)CC(c2ccc3c(c2)OCO3)c2c(O)c3ccccc3oc2=O)cc1OC (stereo not given) | 0 | 8 | 14 | -2.2 | 4 | -4 | -6 | -2 | -3 | -2
COc1ccc(/C=C/C(=O)NC(=S)N2C[C@H]3C[C@H](C2)c2cccc(=O)n2C3)cc1 | 4 | 1 | -2 | 0.2 | 2 | -6 | 6 | -1 | -1 | -5
CN(C)CC1CSCCC1(O)c1ccccc1Cl (stereo not given) | 0 | -3 | 3 | -1.4 | -4 | 4 | 2 | -3 | 3 | 1
CC(=NCc1ccco1)c1c(O)n(-c2ccccc2)c(=O)[nH]c1=O | 3 | 3 | 1 | 1.4 | -5 | 7 | 2 | -2 | -5 | 6
CC1(O)CCC2C3CCC4=CC(=O)CCC4=C3C=CC21C (stereo not given) | -2 | -3 | 3 | 0.5 | 19* | -4 | 5 | -7 | 4 | -11
Cc1ccccc1N1C(=O)NC(=O)/C(=C\c2cc(Br)c(N3CCOCC3)o2)C1=O | 0 | -11 | -8 | -5.1 | -10 | -5 | -4 | 13 | 2 | -3
COc1ccc(CN2C(=O)NC(=O)/C(=C\c3ccco3)C2=O)cc1 | 16 | -19 | 43* | 0.7 | -5 | 15 | -4 | -3 | 14* | -15
ClCCN1CCN(c2ccnc3cc(Cl)ccc23)CC1 | 4 | 7 | -4 | -1.2 | 7 | 5 | 1 | 11 | -2 | -2
COP(=O)(Sc1ccccc1)C(Cc1ccccc1)NC(=O)OCc1ccccc1 (stereo not given) | 16 | 2 | -2 | . | -2 | . | . | 0 | 4 | 11
CCOC(=O)c1ccccc1NC(=O)c1c(O)[nH]c(=O)[nH]c1=O | 0 | 5 | 3 | -0.6 | 0 | 2 | 0 | 0 | 2 | 0
ClC1C(Cl)C(Cl)C(Cl)C(Cl)C1Cl (stereo not given) | -4&-3 | -5&-12 | 0&2 | -0.8&-0.1 | 3&-3 | 2&-8 | 6&2 | 3&-3 | 2&3 | 2&-4&-3
C[C@H]1OC[C@@H](C[N+](C)(C)C)O1 | -4 | -6 | -1 | -2.5 | 12 | 6 | -2 | 0 | 0 | -5
CCc1ccc(NP(=O)(Oc2ccccc2F)Oc2ccccc2F)cc1 | 0 | -24 | -3 | -1.2 | -2 | -42 | 1 | -18 | -1 | 2

Record cards, from the list above. Screens in order: PRMT1 FP inh, mABHD4 FP, rCAG binder, PG9 binder, SIAE inh, HTRA1 inhibitor, TCR CD3 inh, TDP2 absorb, LEDGF integ inh, Rev-erbA mod
COc1ccc(/C=C/C(=O)NC(=S)N2C[C@H]3C[C@H](C2)c2cccc(=O)n2C3)cc1 reads 4, 1, -2, 0.2, 2, -6, 6, -1, -1, -5
CCCCn1c(O)c(C(C)=NCCCN(C)C)c(=O)[nH]c1=O reads -3, -2, 0, -1.2, 5, -5, 7, 6, 0, -2
Cc1cc(/C=C2/C(=O)NC(=O)N(c3ccccc3)C2=O)c(C)n1-c1ccc(F)cc1 reads 5, 6, 8, -0.1, -3, 3, 3, 1, 1, -4
CCCNC(=O)Cn1cnc2sc(C(=O)N3CCC4(CC3)OCCO4)c(C)c2c1=O reads -1, -3, 0, -1.3, -12, 5, 8, -12, 3, -1
ClC1C(Cl)C(Cl)C(Cl)C(Cl)C1Cl (stereo not given) reads -4&-3, -5&-12, 0&2, -0.8&-0.1, 3&-3, 2&-8, 6&2, 3&-3, 2&3, 2&-4&-3

Additional compounds follow.
SMILES | PRMT1 FP inh | mABHD4 FP | rCAG binder | PG9 binder | SIAE inh | HTRA1 inhibitor | TCR CD3 inh | TDP2 absorb | LEDGF integ inh | Rev-erbA mod
COc1ccc(-n2c(/C=C/c3ccc(O)c(OC)c3)nc3ccccc3c2=O)cc1 | -2 | 1 | 7 | -3.4 | 8 | -8 | -4 | 4 | -2 | 2
C[C@]12CCC3C(CC[C@H]4C[C@@H](O)CC[C@]34C)C1C[C@@H](O)[C@H]2O (stereo not given in full) | -5 | -5 | 1 | -1.9 | 1 | 6 | -7 | -11 | 7 | 3
CCOc1cc(/C=C2\C(=O)NC(=O)N(CCc3ccc(F)cc3)C2=O)ccc1O | 8 | 0 | 28 | -2.1 | 4 | 2 | 2 | 3 | 5 | -1
CCC1(CC)C(=O)NC(=O)N(c2ccccc2)C1=O | 4 | -4 | 5 | -2.2 | -2 | 18 | -4 | 3 | -4 | -3
CC(C)n1c(=O)c(C=Nc2ccc(Cl)cc2)c(O)n(Cc2ccco2)c1=O | -1 | -13 | 11 | -1.6 | -33 | . | -3 | -8 | 7 | -3
Cc1cc(Oc2cc(NN3CCCCC3)c([N+](=O)[O-])cc2[N+](=O)[O-])ccc1[N+](=O)[O-] | 2 | 5 | 10 | 0.3 | -8 | 0 | -3 | 6 | -1 | -7
COc1ccc(CN2CC=C(c3ccc(F)cc3)CC2)cc1Br | -2 | -3 | -3 | -2.6 | 1 | -18 | 2 | -14 | 4 | 10
CC(=O)Cc1ccc(OC(C)C)cc1 | 5 | 2 | 2 | 1.2 | -4 | 2 | -12 | 4 | -2 | 11
COc1ccc(F)cc1C(=O)C1CCCN(Cc2ccc(O)cc2)C1 (stereo not given) | -1 | -1 | 2 | -0.6 | 9 | -9 | -2 | -12 | 1 | 7
CC1CN(C(=O)CCC(=O)N2CCC3(CC2)OCCO3)c2cc(Cl)ccc2O1 (stereo not given) | 1 | 7 | -5 | 0.0 | 1 | -2 | 15 | 2 | 0 | -2
COc1cccc(CC(=O)N2CCN(Cc3cccc(Cl)c3)CC2)c1 | -1 | -3 | 0 | -0.1 | 1 | 0 | -2 | -4 | 4 | 5
CCC(=NCCO)c1c(O)n(-c2ccc(Cl)cc2)c(=O)[nH]c1=O | -3 | -5 | 1 | -0.2 | 0 | -2 | 5 | 2 | -1 | 2
C/C=C(\C)C(=O)N[C@@H](c1ccccc1)[C@@H](O)C(=O)O[C@H]1C[C@@]2(O)[C@@H](OC(=O)c3ccccc3)C3[C@](C)(C(=O)[C@H](O)C(=C1C)C2(C)C)[C@@H](O)C[C@H]1OC[C@@]31OC(C)=O (stereo not given in full) | 9 | 2 | -6 | 1.5 | -2 | -10 | -12 | 7 | -1 | -1
CCOC(=O)c1cc(C(O)(C(=O)OC)C(F)(F)F)c(/N=C/N(C)C)o1 (stereo not given) | -2 | 3 | -8 | 1.3 | 2 | -4 | 7 | -1 | -4 | 7
O=C(NC(=O)c1c(F)cccc1F)Nc1cc(Cl)c(F)c(Cl)c1F | 5 | 4 | 2 | 0.6 | 4 | 3 | -6 | 0 | -4 | -3
CCOP(=O)(OCC)C(Cc1ccccc1)NC(C)=O (stereo not given) | -4 | 0 | -4 | 1.0 | -1 | 2 | 0 | 6 | 2 | -6
CC1=CC(=C2C(=O)NC(=S)NC2=O)C=C(C(F)(F)F)N1Cc1ccccc1 | 1 | 3 | 2 | 0.6 | -4 | 4 | 1 | -1 | -4 | 1

Screening results as filed in PubChem BioAssay.

A portion of the library; count on the stated rates, not on these rows.
